# Ins promoter up: MIN6 insulin promoter up-regulation | MIN6 insulin promoter-GFP reporter, high-content imaging; hits give high values | z-score at 5 µM | 190,000 compounds, 0.3% hits;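 active = z-score above 3 at 5 µM with at least 500 cells counted in the well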
# human PMI inhibition: inhibitors of human PMI, primary screen, biochemical, fluorescence intensity, coupled assay (AID 1209); one-dose inhibition, % at 20 µM; IC50 in µM for titrated hits; 190,000 compounds, 0.42% hits; purified PMI enzyme, coupled fluorescence intensity; higher % means a stronger effect;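 note: plate controls were DMSO vehicle for no effect and wells lacking substrate for full effect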
# Autophagy HCS: autophagy modulation, high-content screen | 190,000 compounds, 0.98% hits | MEF GFP-LC3 puncta imaging; test concentration mostly 10 µM | calls only at 10 µM (by protocol) | AID 463193;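 active = percentage of spot-positive cells more than 3 SD above its plate mean, without a fluorescence outlier flag or 80% toxicity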;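 note: spot-positive cell cutoff set from DMSO-treated cells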
# b-catenin transl: modulators of beta-catenin nuclear translocation | nuclear translocation activity, % at 5 µM | HeLa beta-catenin nuclear translocation, immunofluorescence imaging | 190,000 compounds, 0.3% hits;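 active = nuclear translocation activity above 50% at 5 µM, with a well cell count of 50 or more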;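 note: per-cell ratio of nuclear to cytoplasmic median beta-catenin stain intensity; plate controls were DMSO negative control for no effect and GSK-3 inhibitor IX positive control for full effect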
#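 Test system: human HeLa cell line; Doses: 5 µM primary, 0.02–20 µM confirmation; Incubation: 24 h compound exposure, 37°C; Detection: beta-catenin immunofluorescence imaging with DAPI; Read-out: beta-catenin nuclear/cytoplasmic ratio, % activation.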
# MT stabilize HCS: stabilizes microtubules in HeLa cells | 200,000 compounds, 0.83% hits | % tubulin-high responders, % at 10 µM | HeLa tubulin immunostaining HCS, 24 h; share of cells brighter than vehicle mean+2SD;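 active = plate Z-score above 3 for both tubulin-high and condensed-nucleus cell shares, with cell loss under 80%, at 10 µM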;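 note: anti alpha tubulin signal scored within the nucleus-defined area of each cell; some results filed as inactive read as strong as hits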
# WT yeast gro inh: growth inhibition of WT yeast, mitochondrial fusion screen | mitochondrial fusion phenotypic screen, WT strain | inhibition, % at 10 µM | 190,000 compounds, 2.1% hits; in the data active = inhibition above about 58%; tested in S. cerevisiae
# human PMI inhibitors: MPI inhibition at elevated mannose 6-phosphate – biochemical, fluorescence intensity, high mannose 6-phosphate, primary screen (AID 1220) | recombinant PMI enzyme, coupled fluorescence intensity; higher % means a stronger effect | one-dose inhibition, % at 20 µM; IC50 in µM for titrated hits | 190,000 compounds, 0.66% hits
# Yfh1-depleted yeast: mitochondrial function rescue without frataxin homolog – Friedreich's ataxia, plus single-dose screen, dose response (AID 1465) | one-dose fold induction at 50 µM; EC50 in µM for titrated hits | 220,000 compounds, 0.074% hits | S. cerevisiae Yfh1-off respiration, WST-1 reduction, 72 h; higher fold induction means a stronger effect;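 active = fold induction of absorbance versus untreated yeast above a set limit, then at least 30% activation at any dose in follow-up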;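 note: activators that raise dye reduction in frataxin-depleted yeast; strong numbers were not always called active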
# Dynein transport: blocks dynein driven cargo transport along microtubules; 3617.4 mouse cells, GR-EGFP nuclear translocation imaging; test concentration mostly 20 µM; stimulated with dexamethasone, 1 µM; hits give low values; 220,000 compounds, 0.47% hits; z-score, hits read low;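 active = plate z-score of nuclear minus cytoplasmic receptor signal below a set negative limit, without overly bright fluorescence or cell loss, cut at about -3.5 in these data, passing the limit was not always enough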;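 note: z-score of nuclear minus cytoplasmic ring GR-EGFP intensity difference per well; some compounds called inactive have numbers as strong as hits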
#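 Also added – dexamethasone, 1.0 µM final · Buffer or medium – tet-free, stripped-serum medium · Schedule – induction 48 h, compound 1 h, agonist 30 min · Detection – formaldehyde fixation, Hoechst nuclear stain, 10x automated fluorescence imaging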
# WT yeast gro inh mutant strain: also measured in WT yeast gro inh; calls as there; inhibition, %; mitochondrial fusion phenotypic screen, mutant strain inhibition
# Dynein transport cytoplasmic EGFP: further read-out of Dynein transport, marked with its call; z-score; measured here: cytoplasmic GR-EGFP intensity; hits give high values
# Dynein transport nuclear GR-EGFP: second read-out of Dynein transport, no call of its own (marks repeat the call); z-score; measured here: nuclear GR-EGFP intensity;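 lower value marks the stronger effect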
# Dynein transport cell count: second read-out of Dynein transport, no call of its own (marks repeat the call); z-score; measured here: cell count per field
# Ins promoter up cell count: also measured in Ins promoter up; calls as there; cell count; measured here: cytotoxicity, nuclei count;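 total cells summed across four imaged fields per well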
# b-catenin transl cell count 5 µM: second read-out of b-catenin transl, no call of its own (marks repeat the call); cell count; measured here: cell count, cytotoxicity flag
# MT stabilize HCS Hoechst-high %: recorded beside MT stabilize HCS, whose call it bears; % Hoechst-high responders; measured here: nuclear condensation Hoechst responders;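 share of cells brighter than vehicle mean plus two SD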
# MT stabilize HCS cytotoxicity %: recorded beside MT stabilize HCS, whose call it bears; toxicity, %; measured here: cytotoxicity by cell density;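 0% = mean cell density of plate MIN control wells and 100% = no cells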
# Autophagy HCS cell loss 18 h: further read-out of Autophagy HCS, marked with its call; toxicity, %; measured here: cell loss, nuclei count;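 cell loss after 18 h compound exposure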
# * marks the source's active call; other numbers are inactive results; i = inactive; . = not tested or not shown. Cut-off read from the data, not from the text of the source, unless noted: active = inhibition above about 50%; inactive = the rest. An unsorted share of the library, and some 5% of all compounds hit somewhere here.
SMILES,Ins promoter up,Ins promoter up cell count,human PMI inhibition,Autophagy HCS,Autophagy HCS cell loss 18 h,b-catenin transl,b-catenin transl cell count 5 µM,MT stabilize HCS,MT stabilize HCS Hoechst-high %,MT stabilize HCS cytotoxicity %,WT yeast gro inh,WT yeast gro inh mutant strain,human PMI inhibitors,Yfh1-depleted yeast,Dynein transport,Dynein transport cytoplasmic EGFP,Dynein transport nuclear GR-EGFP,Dynein transport cell count
CN(C)CC(=O)Nc1cc(C(F)(F)F)ccc1Cl,.,.,2%,i,8,.,.,2.4,1.8,1.9,16,24,-2%,i,-0.0033,-0.28,-0.21,0.4
COc1ccc(/C=C/C(=O)Nc2nc(C)cc(C)n2)cc1OC,2.9,1348,6%,i,-4,-1.6,1453,2.0,1.1,0.2,4,-5,15%,i,2.9,-0.13,0.94,-1.8
c1ccc(Cn2nnnc2C(c2cccnc2)N2CCN(c3ccccc3)CC2)cc1 (stereo unspecified),-0.74,1177,5%,i,-7,0.4,908,7.7,2.6,9.4,-36,14,9%,i,0.13,-0.22,0.072,0.84
Cc1cccc(C(=O)Nc2nnc(SCC(=O)Nc3ccc4c(c3)oc3ccccc34)s2)c1,-0.13,1294,8%,i,6,-0.9,947,3.1,2.1,11,-7,13,9%,i,0.5,-0.24,0.37,-0.36
COc1ccc(OC)c(-c2csc(NC(=O)C3=NN(c4ccccc4)C(=O)CC3)n2)c1,0.75,1088,21%,i,2,-1.3,1058,2.6,2.5,5.0,17,26,20%,i,0.91,-0.28,0.75,0.16
CCOc1ccc(NC(=O)N2CCC(n3nnc4ccccc43)CC2)cc1,-0.09,1454,4%,i,-7,0.9,1480,1.4,1.5,4.3,7,3,24%,i,-0.58,-0.33,-0.44,0.45
CC1(C)OC(C(=O)NC2CCCCC2)C(C(=O)NC2CCCCC2)O1 (stereo unspecified),.,.,-12%,i,-2,4.8,978,6.2,2.5,12,-16,4,-8%,.,0.6,-0.21,0.32,-0.3
Cc1ccc2nc(-c3ccc(S(=O)(=O)N4CCOCC4)cc3)cn2c1,-0.68,1270,-5%,i,3,-1.9,1090,2.2,2.1,3.4,12,13,-8%,i,-0.75,-0.27,-0.33,1.2
CCCC1(C(=O)OCC)NC(c2ccc(OC)cc2OC)C2C(=O)N(c3ccc4c(c3)OCCO4)C(=O)C21 (stereo unspecified),-0.5,1057,6%,i,-7,2.4,1282,3.2,1.3,6.0,17,8,5%,i,0.68,-0.26,0.27,-0.58
Cn1c(Cn2cnc3ccccc32)nnc1SCc1ccccc1,.,.,-4%,i,-4,-1.7,983,5.0,3.6,9.4,-2,0,-2%,i,-0.52,-0.41,-0.14,0.73
CCc1ccc(C(C(=O)NC2CCCC2)N(C(=O)/C=C/C(=O)Nc2cc(C)on2)c2ccccc2C)cc1 (stereo unspecified),0.5,1215,25%,i,-8,0.5,907,7.2,6.0,9.1,-19,0,11%,i,-2.3,0.16,-1.3,-1.5
CCN(CC)CCCC(C)NC(=O)c1cccc(S(=O)(=O)N2CCc3ccccc32)c1 (stereo unspecified),0.07,1365,-10%,i,-2,-1.0,1140,2.6,0.9,4.6,6,20,8%,i,-1.5,-0.29,-0.73,0.82
COc1ccc2nc(NC(=O)CSc3nnc(-c4ccoc4C)n3C)sc2c1,0.06,1387,3%,i,-2,-4.5,1084,2.3,2.1,9.1,0,-19,3%,i,0.11,-0.27,-0.64,-0.36
O=C(/C=C/c1ccccc1)NCCc1nc2ccccc2[nH]1,-1.1,1424,.,.,.,0.6,1322,.,.,.,.,.,.,i,-0.1,-0.17,-0.0099,0.048
Cc1ccc([N+](=O)[O-])cc1-c1ccc(/C=N/NC(=O)CN2CCOCC2)o1,-0.13,1476,.,.,.,-7.0,1253,.,.,.,.,.,.,i,0.33,-0.21,0.065,-0.2
COc1ccc(S(=O)(=O)N2CCN(C3CCN(Cc4ccccc4)CC3)CC2)cc1,-1.5,1062,0%,i,-17,0.5,907,1.7,1.8,13,-3,15,6%,i,-0.75,-0.23,-0.38,0.95
CCCn1c(=O)c2ccccc2n2c(SCCOc3ccccc3F)nnc12,0.35,1132,9%,i,-2,-1.2,1074,1.3,0.2,23,7,-3,6%,i,-0.2,1.9,0.87,-1.2
CC(C)C(=O)n1nc(-c2cccnc2)nc1NCc1ccc(F)cc1,0.31,1314,-2%,i,20,-0.3,1107,3.0,1.4,1.6,16,17,2%,i,0.63,-0.21,0.56,-0.95
CNS(=O)(=O)c1ccc(C(C)(C)C)cc1,0.3,1398,2%,i,-6,-0.2,1002,1.3,1.2,1.0,0,-11,-7%,i,-0.57,-0.31,0.1,0.65
C/C(CCN1CCCCc2nc(C)c(C)cc21)=N\O[C@H](C)c1cn([C@H](CO)Cc2ccccc2)nn1,0.01,1241,-4%,i,21,-2.3,570,3.7,3.0,7.1,-4,-7,11%,.,-0.18,-0.2,0.28,0.86
N#Cc1cccc(NC(=O)CN2C(=O)NC(Cc3ccccc3)C2=O)c1 (stereo unspecified),-0.43,1290,.,.,.,1.4,1208,.,.,.,.,.,.,i,-0.73,0.046,-0.39,1.5
CCC(C)(C)NC(=O)CN(Cc1cccs1)C(=O)CCC(=O)Nc1nccs1,0.31,1434,1%,i,2,-1.0,1400,1.3,2.2,7.5,10,5,-2%,i,-0.57,-0.15,-0.17,0.19
CC(C)(C)C(=O)COC(=O)c1c2c(nc3ccccc13)CCC2,-0.9,1291,-17%,i,23,2.5,1140,6.2,3.0,8.0,46,29,-7%,i,0.69,0.72,1.4,-1.8
Cc1cccc(N(CC(N)=O)S(C)(=O)=O)c1C,0.38,1137,-3%,i,9,.,.,2.8,0.3,21,1,4,-15%,i,-0.13,-0.24,0.067,0.17
CC1CCC(NC(=O)c2cc3c(s2)CS(=O)(=O)C3)CC1 (stereo unspecified),0.19,1267,5%,i,13,-0.5,1175,3.4,2.0,4.1,-6,0,7%,i,1.2,-0.22,0.91,-0.14
CCOC(=O)CCc1c(C)nc2c(c(C)nn2C(C)(C)C)c1C,0.6,1890,2%,i,-2,-1.4,1036,3.9,3.1,5.1,-22,-13,1%,i,-1,-0.17,-0.19,0.3
CCOc1ccc(/C=C2\SC(=O)N(c3ccc(O)cc3)C2=O)cc1OC,-0.07,1410,.,.,.,2.5,1282,.,.,.,.,.,.,i,1.7,-0.053,1.4,-1.4
O=C(COc1ccc([N+](=O)[O-])cc1)NCCC1=CCCCC1,0.38,1145,4%,i,-2,-2.1,558,2.8,1.7,10,3,2,5%,i,0.77,-0.27,0.54,-0.47
CC(C)Cc1nnc(NC(=O)Nc2ccccc2)s1,.,.,.,i,-1,0.4,1615,1.9,2.3,4.9,-9,-1,.,i,-0.62,-0.28,-0.42,0.62
C/C=C/c1ccc(OCC(=O)Nc2ccc(C(N)=O)cc2)c(OC)c1,0.35,1359,4%,i,20,-1.3,1033,3.6,2.4,6.7,6,-14,2%,i,2.5,-0.1,0.82,-1.3
CN(C)/C=C(\C#N)C(=O)N/N=C/c1ccc(F)cc1,-0.62,1201,-10%,i,3,-3.8,1129,3.4,1.7,8.2,-7,-4,-12%,.,0.7,-0.25,0.38,-0.084
C=CCNC(=S)N1CCN(c2cccc(C(F)(F)F)c2)CC1,-0.97,790,0%,i,-9,1.5,571,1.3,2.4,5.4,71,74,-1%,i,0.28,-0.33,-0.23,0.17
CCN(CC)c1nc(OC)nc(-n2nnc(C(C)=O)c2C)n1,0.26,1347,6%,i,-1,-4.6,1035,3.4,1.4,2.5,-2,16,1%,i,-0.11,-0.16,-0.17,0.2
CCCCSC1(SCCCC)N=C(N)C2(C#N)C(c3ccccc3)NC(C)=C(C)C12C#N (stereo unspecified),-0.75,1519,8%,i,1,-2.2,1022,3.7,1.6,7.1,-18,10,4%,i,-0.95,-0.016,-0.61,-0.037
N#Cc1nc(-c2ccc(F)cc2)oc1NCc1ccco1,-0.57,1061,.,.,.,-1.2,1290,.,.,.,.,.,.,i,-0.61,-0.15,0.13,-0.024
C=CCSc1nnc(-c2sc(-c3ccccc3)nc2C)n1C,-0.62,1761,4%,i,25,-3.1,1119,1.3,1.5,7.7,-8,11,3%,i,-0.74,-0.3,-0.24,0.47
COc1cccc(NC(=O)CN(C)C(C)C(=O)Nc2ccc(S(=O)(=O)N3CCOCC3)cc2)c1 (stereo unspecified),0.43,935,.,.,.,-0.1,1272,.,.,.,.,.,.,i,-0.4,-0.48,-0.0011,1.2
O=c1c2[nH]c3ccc(Cl)cc3c2ncn1CCN1CCCCC1,0.51,852,20%,i,49,0.8,1211,1.8,1.3,3.5,-31,-19,16%,i,-0.34,-0.21,-0.14,0.38

# In the list so far, these contain a nitro group on carbon.
SMILES,Ins promoter up,Ins promoter up cell count,human PMI inhibition,Autophagy HCS,Autophagy HCS cell loss 18 h,b-catenin transl,b-catenin transl cell count 5 µM,MT stabilize HCS,MT stabilize HCS Hoechst-high %,MT stabilize HCS cytotoxicity %,WT yeast gro inh,WT yeast gro inh mutant strain,human PMI inhibitors,Yfh1-depleted yeast,Dynein transport,Dynein transport cytoplasmic EGFP,Dynein transport nuclear GR-EGFP,Dynein transport cell count
Cc1ccc([N+](=O)[O-])cc1-c1ccc(/C=N/NC(=O)CN2CCOCC2)o1,-0.13,1476,.,.,.,-7.0,1253,.,.,.,.,.,.,i,0.33,-0.21,0.065,-0.2
O=C(COc1ccc([N+](=O)[O-])cc1)NCCC1=CCCCC1,0.38,1145,4%,i,-2,-2.1,558,2.8,1.7,10,3,2,5%,i,0.77,-0.27,0.54,-0.47
